# Compound activity as filed in PubChem.
# PvdQ acylase: blocks Pseudomonas aeruginosa PvdQ acylase activity; AID 488965; 0.063% of 340,000 active; purified PvdQ acylase, fluorescence plate reader; inhibition, % at 10 µM; in the data active = inhibition above about 30%, passing the limit was not always enough;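 note: 0% = vehicle neutral wells and 100% = reference inhibitor wells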
# phage Ecoli inh: E. coli growth loss with phage present; 0.26% of 360,000 active; growth absorbance; AID 651602; inhibition, % at 11.9 µM; in the data active = inhibition above about 11%
# CAL PDZ inh: inhibitors of human CAL PDZ peptide binding; Q9HD26; purified CAL PDZ, TMR-peptide fluorescence polarization, 1 h; inhibition, % at 20 µM; 0.02% of 330,000 active; AID 504414;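 active = highest replicate inhibition of at least 40%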;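 note: plate controls were DMSO neutral control wells for no effect and unlabeled competitor peptide control wells for full effect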
#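 System: purified tagged CAL PDZ domain construct (CerCALP). Schedule: 1 h incubation at room temperature before polarization reading. Medium: 25 mM sodium phosphate pH 7.4, 150 mM NaCl, TCEP, IgG, Thesit. Read-out: percent inhibition from loss of millipolarization. Measured by: FP readout, S and P plane fluorescence. Probe or stimulus: fluorescent TMR peptide probe.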
# Tat transport: blocks Tat-dependent protein export in E. coli; E. coli MC4100 TorA-mCherry Tat export, fluorescence; inhibition, % at 10 µM; 0.036% of 340,000 active; AID 488895;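 active = mean replicate inhibition at least 50% and at least half of replicates individually reaching 50%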;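 note: exported cargo escapes ClpAP degradation while cytoplasmic cargo is degraded and loses fluorescence; 0% = median of neutral control wells and 100% = median of NaSCN control wells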
# AddAB inh: less growth of phage-infected E. coli with AddAB. AID 435030. E. coli expressing H. pylori AddAB, absorbance growth. 0.29% of 330,000 active. inhibition, % at 11.9 µM; in the data active = inhibition above about 12%;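 note: 0% = vehicle wells of infected cells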
# Ecoli viability: reduces bacterial viability in AddAB counter-screen | E. coli V3065 growth, OD600 absorbance, 18 h | inhibition, % at 11.9 µM | 0.27% of 330,000 active;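 active = inhibition above the campaign's mean inhibition across all tested compounds plus 3 SD, cut at about 9.9% in these data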;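 note: uninfected addAB+ strain grown without phage in ampicillin broth; 0% = DMSO wells and 100% = ciprofloxacin 0.95 µg/ml wells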
# Rtt109 Vps75: inhibitors of Candida albicans Rtt109/Vps75 histone acetyltransferase; Q5AAJ8; purified Rtt109/Vps75, ThioGlo CoA-SH fluorescence, 4 h; inhibition, % at 34.9 µM; 0.16% of 330,000 active; AID 540336;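 active = inhibition of at least 50% in every replicate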
# Target sequence (Q5AAJ8 whole entry, looked up): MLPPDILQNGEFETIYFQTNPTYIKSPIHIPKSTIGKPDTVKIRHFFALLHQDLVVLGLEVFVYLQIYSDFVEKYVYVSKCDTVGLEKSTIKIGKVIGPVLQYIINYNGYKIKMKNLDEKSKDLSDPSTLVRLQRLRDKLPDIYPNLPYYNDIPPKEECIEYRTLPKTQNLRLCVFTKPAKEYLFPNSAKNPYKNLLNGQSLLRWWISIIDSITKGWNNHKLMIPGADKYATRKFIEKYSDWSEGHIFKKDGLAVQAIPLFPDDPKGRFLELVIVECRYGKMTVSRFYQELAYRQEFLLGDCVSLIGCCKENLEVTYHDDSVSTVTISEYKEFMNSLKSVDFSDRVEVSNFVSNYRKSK
# PfHsp90 set2: reduces growth (ATP signal) of yeast expressing P. falciparum Hsp90; inhibition, % at 9.4 µM; S. cerevisiae expressing PfHsp90, BacTiter-Glo ATP, 48 h; yeast lacking PDR1 and PDR3 efflux regulators; AID 504621; 0.32% of 310,000 active;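 active = every replicate shows inhibition above about 80%, whatever the replicate mean, limit read from the data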;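 note: 0% = DMSO neutral controls and 100% = 20 µM radicicol positive controls; yeast relying on Plasmodium falciparum Hsp90 in place of its own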
# DAGLB inhibitor: diacylglycerol lipase beta (human) inhibition; Q8NCG7; HEK293T DAGLB membrane lysate, EnzChek fluorogenic substrate; inhibition, % at 5.17 µM; 0.059% of 340,000 active; AID 504411; in the data active = inhibition above about 34%;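 note: 0% = enzyme with vehicle and 100% = wells lacking enzyme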
# Target sequence (Q8NCG7 whole entry, looked up): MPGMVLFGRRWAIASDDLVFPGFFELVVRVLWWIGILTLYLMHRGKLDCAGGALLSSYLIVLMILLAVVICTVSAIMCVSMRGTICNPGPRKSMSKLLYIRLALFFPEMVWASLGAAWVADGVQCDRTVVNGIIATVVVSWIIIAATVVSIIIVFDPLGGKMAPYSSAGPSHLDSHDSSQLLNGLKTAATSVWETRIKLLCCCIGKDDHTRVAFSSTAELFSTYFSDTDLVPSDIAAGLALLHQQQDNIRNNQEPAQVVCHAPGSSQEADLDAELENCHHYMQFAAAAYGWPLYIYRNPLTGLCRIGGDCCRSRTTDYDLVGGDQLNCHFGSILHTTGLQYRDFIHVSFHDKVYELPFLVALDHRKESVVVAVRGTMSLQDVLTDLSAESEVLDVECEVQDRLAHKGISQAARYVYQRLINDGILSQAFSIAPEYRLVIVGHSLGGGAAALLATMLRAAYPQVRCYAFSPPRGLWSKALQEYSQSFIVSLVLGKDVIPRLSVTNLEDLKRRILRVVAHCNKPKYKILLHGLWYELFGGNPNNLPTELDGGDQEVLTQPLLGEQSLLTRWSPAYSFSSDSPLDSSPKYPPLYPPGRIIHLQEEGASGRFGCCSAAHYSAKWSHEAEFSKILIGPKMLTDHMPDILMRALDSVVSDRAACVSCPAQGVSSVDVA
# Wnt act: activators of Wnt/beta-catenin signaling. activation, % at 9.35 µM. Wnt/beta-catenin reporter cell assay, activator, plate reader. AID 743398. 1.2% of 300,000 active; in the data active = activation above about 30%, passing the limit was not always enough;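 note: 0% = neutral control wells and 100% = positive control wells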
# An asterisk follows results filed as active; · = not tested or not shown; & = joins results of further samples.
# Values run as follows: DAGLB inhibitor	Ecoli viability	Tat transport	PvdQ acylase	Wnt act	Rtt109 Vps75	CAL PDZ inh	AddAB inh	PfHsp90 set2	phage Ecoli inh
CC1CC(NS(=O)(=O)c2cc3c4c(c2)CCN4C(=O)CC3)CC(C)(C)C1 (stereo not drawn)
 : 2	0.8	7	-8	3	4	-1.8	-0.7	-65	3.3
O=C(c1cn2ccccc2n1)N1CCCC(Nc2ccc(F)c(F)c2)C1 (stereo not drawn)
 : 3	-2.6	-3	-3	0	12	-0.2	-0.3	9	-0.4
COC(=O)C(CO)NC(=O)C(C)NC(=O)CNC(=O)OCc1ccccc1 (stereo not drawn)
 : -1	-0.1	5	-9	0	-3	·	6.7	-1	3.7
Cc1ccc(Cn2nnc3c(=O)n(CC(=O)N4CCCc5ccccc54)cnc32)cc1
 : -1	-2.5	-2	-3	·	-2	-2.9	1.2	4	-2.6
O=C(N/N=C1\CC2CC=CC12)c1ccccc1Cl (stereo not drawn)
 : -4	-0.2	-2	17	0	4	-2.3	1.5	7	3.5
CC1CCN(S(=O)(=O)c2cn(CC(=O)Nc3ccc(OC(F)(F)F)cc3)cn2)CC1
 : -2	2.9	-13	7	-2	5	0.4	2.2	7	2.0
CCOC(=O)N1CCN(S(=O)(=O)c2ccc(F)cc2)CC1
 : 0	0.2	1	3	-2	7	-2.6	3.0	7	-0.9
CCOc1cc(CNc2ccc3c(c2)OCCO3)cc(Br)c1OCC
 : -5	-0.7	-3	-16	·	-4	-0.5	1.5	-5	3.7
COc1ccccc1/C=C/C=C1\Oc2c(ccc(O)c2CN(C)C)C1=O
 : -7	1.5	6	-5	4	-8	-1.1	0.2	-6	2.7
COC(=O)c1ccc(/C=C2/SC(=S)N(CCCC(=O)Nc3ccc(O)cc3)C2=O)cc1
 : 0	-1.8	0	3	3	-3	-1.5	-1.4	-36	-1.0
COc1cc2[nH]c(=S)n(C3CC3)c(=O)c2cc1OC
 : 4	-1.0	2	-3	12	0	-0.4	-0.6	3	-0.2
CCOc1cc(C(=O)Nc2ccc(N3CCN(S(C)(=O)=O)CC3)cc2)cc(OCC)c1OCC
 : 3	-0.6	-4	-2	·	-2	-0.9	0.5	-15	-0.1
O=C(COC(=O)/C=C/c1cccc([N+](=O)[O-])c1)NCC1CCCO1 (stereo not drawn)
 : 1	0.9	-1	1	-1	0	-1.2	-1.4	-2	-1.5
CCCCOc1ccc(-n2nc(C)cc2C)nn1
 : -4	0.2	-1	2	·	2	-0.4	3.0	3	2.7
CC(C)(CN1CCCC1)NS(=O)(=O)c1ccccc1
 : 0	-0.4	-3	-5	-1	-4	-0.1	-1.1	12	0.6
COc1ccc(S(=O)(=O)Nc2ccc(N3CCOCC3)cc2)cc1Br
 : 2	1.8	-8	-5	-1	11	-0.1	1.4	-4	1.9
O=C(NCCCn1ccnc1)Nc1ccc2c(c1)OCO2
 : 2	0.2	1	-2	5	4	·	0.9	3	1.3
Cc1cc(=O)[nH]c(SCc2csc(-c3ccccc3)n2)n1
 : 1	1.7	-3	-5	9	2	-0.7	2.7	-9	3.2
CCCNC(=O)c1ccccc1NC(=O)Cc1ccc(OC)c(S(=O)(=O)N2CCOCC2)c1
 : 2	-0.7	-9	-16	-2	2	-0.7	0.6	·	3.4
CN1CCN(S(=O)(=O)c2ccc(Nc3ccc(F)cc3)c([N+](=O)[O-])c2)CC1
 : 5	0.7	-6	9	-5	43	-3.3	6.3	·	6.1
O=C(CC1C(=O)NCCN1Cc1cccc(Oc2ccccc2)c1)NCCc1cnccn1 (stereo not drawn)
 : 0	3.2	-4	7	11	13	-1.8	2.0	4	2.6
CC(C)CC(COCc1ccc(C(F)(F)F)cc1)N1CCN(C(=O)c2ccc(C(F)(F)F)cc2)CCC1=O (stereo not drawn)
 : -12	-0.7	28	-10	-10	-4	0.1	-0.6	12	-0.6
O=C(NC1CCSC1=O)c1cccc(Cl)c1 (stereo not drawn)
 : -2	-1.6	-4	0	-1	0	-2.8	0.3	-15	3.6
C/C(=N/Oc1nc(C)cc(C)n1)c1ccc(Br)cc1
 : -3	1.9	5	-15	·	0	·	3.5	14	1.2
O=C(NNC(=O)c1cc(-c2ccncc2)nc2ccccc12)c1cccc(Cl)c1
 : 1	-1.7	6	-12	-1	3	-3.4	3.6	·	3.6
O=C(Cn1nc(-c2cccc(Cl)c2)ccc1=O)NCC1COCCO1 (stereo not drawn)
 : -2	0.8	-3	-19	-2	-7	0.1	-0.9	12	3.2
COCC(=O)Nc1cc(C(=O)NCC(C)C)ccc1Cl
 : -3	1.2	-2	8	-1	4	-1.1	2.3	2	3.4
CNC(=O)c1cc(OCC(F)(F)F)ccc1OCC(F)(F)F
 : 1	1.8	-2	-7	0	2	-3.0	1.7	-3	2.0
COc1cccc(-c2nc(N3CC(C)CC(C)C3)c3ccccc3n2)c1O (stereo not drawn)
 : -3	·	8	7	·	2	-1.4	·	7	1.7
O=C(NC1CCCCC1)N(Cc1cc2cc3c(cc2[nH]c1=O)OCCO3)CC1CCCO1 (stereo not drawn)
 : 1	0.2	6	-14	-7	-2	-1.6	0.8	·	0.5
Cc1ccc(C(c2c(C)[nH][nH]c2=O)c2c(C)[nH][nH]c2=O)cc1
 : 3	-2.8	-8	-1	-3	9	-0.4	0.8	8	1.0
COc1cc(OC)c(NC(=O)CCNS(=O)(=O)c2cc(Br)cnc2N)cc1Cl
 : 0	-1.6	2	-13	·	-3	-1.3	5.0	·	0.6
CC[C@]12c3[nH]c4cc(CCC(=O)N(C)C)ccc4c3CCN1C(=O)[C@@H](CC(=O)NCCCn1ccnc1)C[C@@H]2C(=O)N1CCN(C(=O)C2CC2)CC1
 : -3	2.3	5	11	0	-4	-0.2	-0.7	15	3.6
COc1ccccc1CNC(=O)C(CC(C)C)NC(=O)C1CCC(C)CC1 (stereo not drawn)
 : 1	-0.9	-1	-10	18	·	-0.5	1.3	14	3.4
O=C1CCC/C1=c1\s/c(=C\c2cccnc2)c(=O)n1-c1ccccc1
 : -1	2.3	5	-5	·	-2	-1.3	-2.5	-26	1.9
CCOc1ccc(NC(=O)c2cccnc2C(=O)O)cc1
 : -2	-2.5	2	-5	·	4	0.3	1.4	10	-0.9
COc1ccc2oc(C(=O)OCC(=O)Nc3ccc(N4CCOCC4)cc3)c(C)c2c1
 : 10	-0.6	-5	-3	2	-3	-1.7	0.8	-22	1.5
COC(=O)c1ccsc1NC(=O)CSc1nnnn1Cc1ccccc1
 : -4	-1.2	1	3	·	15	-1.3	0.8	-2	3.0
COc1ccc(CNC(=O)CSc2nnnn2-c2ccccc2)cc1
 : -3	1.2	2	-17	·	-4	-2.3	1.3	24	1.7
C/C(O)=C(\C#N)c1nnc2n1CCCCC2
 : 0	2.7	-6	-14	3	-1	-2.0	0.1	-54	2.5
O=C(COc1ccccc1Cl)Nc1ccc(C(=O)N2CCCCC2)cc1
 : -3	-2.8	-2	0	-1	5	-0.9	-1.0	-2	0.6
CCN1C(=O)c2cccc3c(Cl)ccc(c23)C1=O
 : -3	-1.6	0	-8	0	-5	-2.3	-2.8	·	1.4
CC(=O)Nc1cccc([N+](=O)[O-])c1
 : -6	0.1	-9	-4	-1	0	-2.4	3.1	-8	2.5
C=CCC1NS(=O)(=O)OC(CCc2ccccc2)C1O (stereo not drawn)
 : -4	-2.6	-11	21	-3	-2	0.6	0.5	6	1.4
COC(=O)C1NN=C(C(=O)c2ccccc2)C1c1ccccc1 (stereo not drawn)
 : -2	1.2	-4	19	-2	-4	-1.2	-0.1	-3	2.6
CCn1nnc(-c2ccccc2NS(=O)(=O)c2ccc(S(=O)(=O)N(C)C3CCCCC3)cc2)n1
 : -10	-2.1	-11	1	·	28	-0.4	-0.2	-1	1.3
CCCN(CC(=O)Nc1ccc(Cl)cc1Cl)C(=O)CC(NC(C)=O)c1ccccc1 (stereo not drawn)
 : -3	·	-4	8	-2	28	-2.8	·	1	1.2
Cc1ccc2c(=O)oc(N(C)C)nc2c1
 : 1	0.3	-5	0	-2	-2	-1.0	-0.1	10	4.3
C=CCNC(=O)CSc1ncc2c(n1)-c1c(csc1SC)CC2
 : ·	-2.3	·	·	-1	·	·	0.5	·	0.5
O=C(CSc1nnc(-c2ccncc2)s1)Nc1ccccc1
 : -1	-2.6	9	-9	1	-4	-0.3	2.4	5	3.6
C=CCn1c(SCC(=O)/C(C#N)=C(\C)N)nc2sc(CC)cc2c1=O
 : -1&-5	-0.2	13&2	-11&-12	1&-3	-3&-4	0.2&-3.1	-3.0	4&-13	2.9&0.8
CCCCc1cc(=O)oc2cc(C)cc(OCC(=O)Nc3cccnc3)c12
 : -1	0.1	4	-12	-5	-3	0.1	4.2	-38	2.8
N#CC(c1ccc(O)cc1)c1ncc(C(F)(F)F)cc1Cl (stereo not drawn)
 : -2	2.0	-4	14	-1	-3	0.0	2.7	17	3.9
COc1ccc(-c2cc3ncc(C(C)=O)c(C)n3n2)cc1
 : 1	0.5	0	-9	-3	-14	-2.6	0.9	-14	2.3
COc1ccc(NC(=O)C2CCN(S(=O)(=O)c3cccnc3)CC2)cc1Cl
 : 3	-2.6	-9	-10	-2	2	-1.0	0.0	3	2.4
O=C(c1ccc2c(c1)CCN2S(=O)(=O)c1ccccc1)N1CCN(c2ccccc2F)CC1
 : 0	-2.9	14	6	2	18	-0.2	2.6	-3	3.4
O=C(NC(=S)Nc1ccc(N2CCCCC2)cc1)c1ccco1
 : 2	0.9	6	-12	28	0	-3.1	-1.0	5	0.7
COCCCNC(c1ccccc1)c1ccncc1 (stereo not drawn)
 : -1	0.2	-9	-10	-4	0	-0.4	1.4	7	2.4
COc1ccccc1NC(=O)C(C)OC(=O)CN1C(=O)C2CC=CCC2C1=O (stereo not drawn)
 : 0	1.7	4	-9	-1	-8	-2.5	-0.3	10	-1.6
COC(=O)c1sccc1NC(=O)c1c(C)c(-c2cccc(Cl)c2)nc2ccccc12
 : -2	1.0	-3	-6	·	1	-0.1	1.6	-10	3.4

# An excerpt of these results, as labelled records.
O=C(NC(=S)Nc1ccc(N2CCCCC2)cc1)c1ccco1
  DAGLB inhibitor: 2
  Ecoli viability: 0.9
  Tat transport: 6
  PvdQ acylase: -12
  Wnt act: 28
  Rtt109 Vps75: 0
  CAL PDZ inh: -3.1
  AddAB inh: -1.0
  PfHsp90 set2: 5
  phage Ecoli inh: 0.7
COCCCNC(c1ccccc1)c1ccncc1 (stereo not drawn)
  DAGLB inhibitor: -1
  Ecoli viability: 0.2
  Tat transport: -9
  PvdQ acylase: -10
  Wnt act: -4
  Rtt109 Vps75: 0
  CAL PDZ inh: -0.4
  AddAB inh: 1.4
  PfHsp90 set2: 7
  phage Ecoli inh: 2.4

# (further entries)
# Values run as follows: DAGLB inhibitor	Ecoli viability	Tat transport	PvdQ acylase	Wnt act	Rtt109 Vps75	CAL PDZ inh	AddAB inh	PfHsp90 set2	phage Ecoli inh
CC(=O)Nc1ccc2nc(NC(=O)c3ccc([N+](=O)[O-])o3)sc2c1
 : 5	9.4	-12	-9	19	6	-0.3	15*	-5	1.4
CCCCn1c(N)c(N(Cc2ccccc2OC)C(=O)CSCC(=O)Nc2cccc(C)c2)c(=O)[nH]c1=O
 : 3	·	-1	-19	2	15	-3.7	·	28	0.9
COC(CN(C)C(=O)c1ccc2c(c1)NC(=O)c1ccccc1S2)OC
 : 1	·	0	-10	-2	1	0.8	·	19	1.2
Cc1ccc(S(=O)(=O)N2CCC(CN3C(=O)c4cccc5cccc(c45)C3=O)CC2)cc1
 : -3	-0.6	-3	-15	-2	-7	-0.5	0.8	-14	2.4
Cc1ccsc1C(=O)Nc1nc2ccccc2[nH]1
 : -1	-7.6	-3	11	0	1	-2.7	-2.3	30	-1.5
